Screening results deposited in PubChem by National Center for Advancing Translational Sciences (NCATS).
A549 tox: kills or reduces viability of A549 cells in Nrf2 counter-screen | Potency, µM (series often up to 46 µM), without a hit: at the highest dose activity change, negative = cytotoxicity, most hits filed as inhibitors | A549 ARE-Fluc cells, CellTiter-Fluor viability, 18-24 h | 390,000 compounds, 0.16% hits; also: potency is read from the fitted curve at half-maximal effect; % is scaled to controls: 0 for no effect and ±100 for the full control effect
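A549 ARE-Fluc cells in 5% FBS OPTI-MEM, 5000 cells/well, rested 2 h then exposed to compounds in concentration-response for 18-24 h at 37 °C. Viability by CellTiter-Fluor fluorescence (Ex 405/Em 525) after 30 min; luciferase luminescence (BugLite, 15 min, RT) read afterwards.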
S2 tox: viability counter-screen for ATXN expression inhibitors; S2 cells (HEK-293 line with an ATXN2-luciferase reporter) viability, CellTiter-Fluor protease fluorescence, 24 h; AID 651635; Potency, µM (series often up to 56.7 µM), hits mostly cytotoxic; 400,000 compounds, 0.49% hits; also: potency is read from the fitted curve at half-maximal effect; nearly all actives have a fitted effect of over 40% in size
Nrf2 activator: activators of Nrf2 (ARE) signaling | Potency, µM (highest dose often 46.1 µM), for the others: at the top dose activation, most hits filed as activators | AREc32 ARE-luciferase reporter (MCF7-derived line), luminescence, 24 h | AID 624171 | 410,000 compounds, 0.31% hits; also: potency is read from the fitted curve at half-maximal effect; % of control where 0% means no effect; nearly all actives have a fitted effect of over 65% in size
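Luciferase luminescence (Steady-Glo, 30 min at room temperature) served as the read-out of ARE activation in AREc32 cells treated with compounds for 24 hr at 37 deg C.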
TGFb inhibitor: inhibitors of TGF-b signaling; Potency, µM (titrated, usually from 46.1 µM), without a hit: at the top dose activity, negative = inhibition, actives largely listed as inhibitors; 410,000 compounds, 1.2% hits; HepG2 CAGA-GFP TGF-b/SMAD3 reporter, GFP fluorescence, 18 h; TGF-beta stimulated, 500 pg/mL final; also: potency is read from the fitted curve at half-maximal effect; % is scaled to controls: 0 for no effect and ±100 for the full control effect; nearly all actives have a fitted effect of over 65% in size
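First, reporter cells (HEPG2 CAGA-GFP) rested 2 h at 37 degrees C. Next, compounds were pinned in and TGF-beta added to 500 pg/mL final. After 18 h, GFP was imaged per cell and summed per well.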
HepG2 tox: HepG2 cytotoxicity, counter-screen for TGF-b inhibitors. 410,000 compounds, 0.76% hits. Potency, µM (doses to about 46.1 µM), without a hit: top-dose activity change, negative = cytotoxicity, actives largely listed as cytotoxic. HepG2 CAGA-GFP viability, ATP luminescence, 18 h; also: potency is read from the fitted curve at half-maximal effect; some results filed as inactive show a strong effect at the top dose
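CellTiter-Glo luminescence gave cytotoxicity after 18 hours at 37 degrees C. The cells were HepG2 CAGA-GFP in 1% FBS DMEM, stimulated with 500 pg/mL TGF-beta after compound addition. %Activity was normalised to no-cell wells (complete cell-killing) and DMSO (no toxicity), and curves were fitted and classified.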
MmCpn inh: blocks the Methanococcus maripaludis chaperonin Mm-Cpn; purified Mm-Cpn ATPase, ADP Transcreener TR-FRET; Potency, µM (doses to about 76.9 µM), for the others: top-dose activity, negative = inhibition, hits mostly inhibitors; 330,000 compounds, 0.031% hits; AID 504842; also: potency is read from the fitted curve at half-maximal effect; % is scaled to controls: 0 for no effect and ±100 for the full control effect; nearly all actives have a fitted effect of over 80% in size
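25 nM Mm-CPN + cpd, 10 min 37°C; + 10 uM ATP, 30 min 37°C; buffer 30 mM Tris pH 7.4, 100 mM KCl, 5 mM MgCl2, 1 mM DTT; Transcreener ADP HTRF detection 30 min RT.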
Nrf2 block: blocks Nrf2 signaling; 360,000 compounds, 2.1% hits; A549 ARE-Fluc reporter, luciferase luminescence, 18-24 h; Potency, µM (top dose mostly 46 µM), for the others: at the highest dose activity change, negative = inhibition, hits mostly inhibitors; also: potency is read from the fitted curve at half-maximal effect; % is scaled to controls: 0 for no effect and ±100 for the full control effect; nearly all actives have a fitted effect of over 60% in size
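Quantitative HTS in A549 cells stably bearing an antioxidant response element-firefly luciferase construct. Inhibition of Nrf2-driven transcription was scored by luminescence after 18-24 h of compound exposure at 37 °C.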
Akt phos inh: blocks phosphorylation of Akt; Neuro2A IGF-stimulated pAkt S473 HTRF, 20 min; hits give low values; activity change, % for hits at 50 µM; 360,000 compounds, 0.32% hits; in the data active = activity change below about -80%; inconclusive = mostly about -51% to -80%; also: % is scaled to controls: 0 for no effect and ±100 for the full control effect
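Neuro2A cells (4,500/well, DMEM with 0.5% FBS) were treated with compound at a single 50 µM final concentration, stimulated with 6 nM IGF for 20 min at 37 °C, and lysed. Phospho-Akt Ser473 was read by HTRF as 665/615 ratio ×10^4.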
CCT chaperon mod: modulators of cytosolic chaperonin (CCT/TRiC) activity; AID 651819; activity change, % (test concentration not listed), hits read low; 360,000 compounds, 0.3% hits; purified chaperonin ATPase assay, HTRF ADP detection, 30 min; in the data active = activity change below about -30%; also: % is scaled to controls: 0 for no effect and ±100 for the full control effect
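Enzyme 40 or 20 nM (batch-dependent) in Tris pH 7.4/KCl/MgCl2/DTT; cpd 76 uM single point; ATP 10 uM; 30 min 37 °C; Transcreener ADP HTRF detection, 30 min RT; ratio 665/615.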
* hit, by the source's call; i = inactive; ? = inconclusive; . = no result given; [ ] = remark or other dose. Unless noted, calls follow the shape of the dose curve; as a rule, active = well fitted curve in the direction sought with a large enough effect; inconclusive = small, poorly fitted or top-dose-only effect, or another doubt; inactive = no such curve, though single readings can be large; an effect the other way counts as inactive or inconclusive.

SMILES	A549 tox	S2 tox	Nrf2 activator	TGFb inhibitor	HepG2 tox	MmCpn inh	Nrf2 block	Akt phos inh	CCT chaperon mod
COc1ccccc1CNC(=O)c1cc(-c2ccccc2C)n(CC2CC(c3cccc([N+](=O)[O-])c3)=NO2)n1 (stereo not drawn)	2%	i	3.1%	-27%	-33%	1%	-22%	i	-2.7
CCOC(=O)C1CCCN(C(=O)Cn2cccc2C(=O)c2ccccc2)C1 (stereo not drawn)	-4%	i	-0.2%	-24%	2%	-3%	-4%	i	-6.0
COc1ccc(NC(=O)CN(c2c(C)cccc2C)S(C)(=O)=O)cc1	0%	i	0.1%	-3%	-4%	4%	5%	i	-0.8
COC(=O)c1ccc(COC(=O)c2cc3ccccc3oc2=O)cc1	5%	i	6.3%	12%	-3%	0%	5%	i	0.3
Cc1oc2c(c1C(=O)NCc1ccccc1)CCCC2	0%	i	-0.6%	-1%	2%	1%	-12%	i	-2.1
COc1ccc(O)c(C(=O)c2cc(C#N)c(=O)n(CC3CCCO3)c2)c1 (stereo not drawn)	-13%	i	2.0%	28%	2%	0%	1%	i	-2.5
CCOc1ccccc1/C=C/c1onc(C)c1S(=O)(=O)N1CCC(C(=O)NC(C)(C)C)CC1	0%	i	-0.6%	32%[activator]	4%	0%	17%	i	1.0
O=C(O)c1nccnc1C(=O)N1CCN(c2ccccc2)CC1	-3%	i	-0.8%	-2%	14%	0%	-13%	i	-1.0
CC(C)CC(=O)Nc1nnc(SCC(=O)NCC2CCCO2)s1 (stereo not drawn)	5%	i	-0.5%	17%	0%	0%	1%	i	-0.7
Cc1ccc(-n2ncc(C(=O)N3CCN(c4cccc(C)c4)C(C)C3)c2C2CCN(C(=O)OC(C)(C)C)CC2)cc1 (stereo not drawn)	-27%	.	-0.2%	-17%	-27%	.	?	.	.
CCN(CC)c1nc(N(CC)CC)[nH]c(=O)n1	-3%	i	-0.6%	?	0%	.	-1%	i	-1.1
CCc1nnc(NC(=O)CSc2ccc(Cl)cc2)s1	2%	i	1.2%	-2%	2%	-1%	6%	i	1.3
COCCn1c(SCC(=O)Nc2ccccc2C(F)(F)F)nc2ccccc2c1=O	2%	i	-0.7%	1%	-3%	2%	-20%	i	-1.4
CC1=Nc2cc(C(=O)NCC3CCCO3)ccc2Sc2ccc(Br)cc21 (stereo not drawn)	1%	?	0.2%	?	-14%	2%	-27%	i	-5.2
O=C(COC(=O)c1ccc(Cl)nc1)NCCc1ccc(Cl)cc1	0%	i	0.4%	-3%	-1%	-1%	-16%	i	1.4
CCOC(=O)N1CCN(C(=O)c2ccc(Cl)nc2)CC1	-2%	i	0.3%	45%[activator]	-9%	0%	-27%	i	1.6
COc1ccc(C(=O)O)cc1NCc1ccc(C)s1	-6%	i	-0.8%	0%	0%	-4%	-6%	i	-0.3
CCCCCCCCNc1ncnc2ccccc12	?	i	3.8%	?	-26%	0%	5.8µM*	.	-0.3
CCCOc1ccc(C2c3c(-c4ccccc4O)n[nH]c3C(=O)N2Cc2cccnc2)cc1 (stereo not drawn)	-11%	.	-1.1%	?	-79%	.	?	.	.
Nc1cc(N)cc(-c2nc3ccccc3[nH]2)c1	-2%	i	2.3%	-1%	5%	-1%	?	i	0.1
COc1ccc(S(=O)(=O)N2CCOCC2)cc1NC(=O)CC1CC2CCC1C2 (stereo not drawn)	2%	i	-1.1%	-3%	3%	1%	?	i	1.6
CCCCc1ccc(NC(=O)CSc2nnc(C)c(=O)n2N)cc1	0%	i	2.0%	-4%	3%	-4%	3%	i	1.5
O=C(O)c1cc2c(=O)c3ccccc3oc2nc1C(F)(F)F	-11%	i	2.2%	6%	-2%	-12%	?	i	0.2
CCOc1ccc(N=C2NC(=O)/C(=C/C(=O)OC)S2)cc1	0%	i	4.8%	0%	-38%	2%	-22%	i	-0.1
Cc1ccc(S(=O)(=O)N(C)c2cc(S(=O)(=O)Nc3ccncc3)c(C)cc2C)cc1	-6%	i	-0.5%	-10%	2%	0%	3%	i	-0.1

Later entries
SMILES	A549 tox	S2 tox	Nrf2 activator	TGFb inhibitor	HepG2 tox	MmCpn inh	Nrf2 block	Akt phos inh	CCT chaperon mod
COc1ccc(NC(=O)CSc2nc(-c3ccco3)nc3cc(=O)[nH]n23)cc1	-1%	i	20%	5%	4%	.	?	.	.
O=C(CN1CCC(n2nnc3cc(F)ccc32)CC1)NCCc1nc2ccccc2[nH]1	12%	i	-0.4%	20%	-3%	0%	0%	i	0.8
Cn1ccc2c(N3CCCCCCC3)cc3c(c21)C1CCC3O1 (stereo not drawn)	.	i	-0.9%	?	-21%	.	.	i	0.5
Cc1ccc(OCCn2cc(/C=N/NC(=O)c3ccncc3)c3ccccc32)cc1	4%	.	7.8%	?	-29%	1%	?	i	1.8
CC(=O)Nc1cccc(-c2nc3ccc(NC(C)=O)cc3s2)c1	2%	i	3.7%	-1%	-3%	-5%	?	i	-1.7
COc1ccccc1CCNC(=O)c1ccc2c(c1)c(C)c(C)n2C	0%	.	0.7%	?	-31%	.	?	.	.
CSCCC(NS(=O)(=O)c1cccs1)C(=O)NCc1ccccc1 (stereo not drawn)	1%	i	0.3%	15%	-2%	-4%	3%	i	-2.3
CCCCn1c(N)c(N(CCOC)C(=O)COC(=O)CSc2cc(C)c3ccccc3n2)c(=O)[nH]c1=O	3%	i	0.0%	6%	5%	-7%	6%	i	-1.4
O=C(c1ccc(N2CCN(C3CC(=O)N(Cc4cccs4)C3=O)CC2)cc1)c1cccnc1 (stereo not drawn)	-12%	i	0.2%	-15%	-7%	-8%	?	i	1.6
C[C@@H](C(=O)N[C@@H](Cc1ccccc1)C(=O)O)n1nnc2ccccc2c1=O	0%	i	0.2%	0%	9%	-4%	3%	i	0.5
Cc1c(C(=O)NCc2ccco2)oc2ccc(S(=O)(=O)N3CCC4(CC3)OCCO4)cc12	2%	?	-0.2%	0%	-21%	0%	-7%	i	0.2
Fc1ccc(-n2cc(-c3ccccc3)[n+]3c2SCC3)cc1	-9%	?	-0.8%	-10%	-6%	1%	?	i	0.9
OC[C@@H]1CN(Cc2ccncc2)C[C@H](n2cnc3c(NCc4ccncc4)ncnc32)O1	.	i	0.1%	-3%	-22%	.	.	.	-0.2
CCOC(=O)C(=Cc1ccccc1)C(=O)c1ccccc1	.	?	-5.3%	?	-85%	.	.	i	-1.9
Cc1noc(C)c1C(=O)Nc1ccccc1C(=O)NCCc1ccccc1	-6%	i	2.3%	9%	0%	-2%	-16%	i	-1.0
CCOC(=O)N1CCN(C(=O)Cc2cccc3ccccc23)CC1	3%	i	-0.5%	0%	2%	-1%	-18%	i	-2.5
C=C1C(=O)CC2=C1[C@](Cc1ccc(F)cc1)(C(=O)OC)N(C(=O)c1ccccc1)C2	.	?	?	.	.	.	.	i	0.3
COc1cccc(OC)c1C(=O)Nc1ccccc1C(=O)N1CCCC1	-1%	i	0.4%	?	-33%	0%	-14%	i	-1.1
CC(C)c1nn2c(=O)cc(COC(=O)c3ccccc3NC(=O)c3cccc(Cl)c3)nc2s1	2%	.	-1.2%	1%	2%	.	.	.	.
O=C(CSc1nnc(COc2ccc(Cl)cc2)o1)NC1CCCCC1	2%	i	0.3%	3%	-1%	0%	11%	i	-1.6
Cc1ccc(-c2nnc(Nc3cccc(Cl)c3)c3ccccc23)cc1S(=O)(=O)N1CCCCC1	-3%	i	-0.5%	-18%	-3%	.	-1%	.	.
O=C(NCc1ccco1)c1cc(S(=O)(=O)N2CCCCC2)ccc1Cl	11%	i	0.5%	5%	-4%	-6%	1%	i	-0.5
Fc1ccc(CNC(=S)Nc2ccc(Cl)cc2Cl)cc1	3%	i	0.4%	-28%	-12%	0%	-30%	i	-1.1
COc1ccccc1N=C1SC(C(=O)Nc2ccccc2OC)CC(=O)N1C (stereo not drawn)	1%	.	0.7%	-26%	-4%	.	?	.	.
Cn1nc(C(F)(F)F)c(-c2ccc(Br)cc2)c1NC(=O)c1cccnc1	0%	i	5.0%	?	-86%	0%	-19%	i	-0.7

Ordered by the number under MmCpn inh (rising): some entries from above.
compound	Nrf2 activator	TGFb inhibitor	MmCpn inh	Nrf2 block	Akt phos inh	CCT chaperon mod
CCCCc1ccc(NC(=O)CSc2nnc(C)c(=O)n2N)cc1	2.0%	-4%	-4%	3%	i	1.5
Cc1ccc(OCCn2cc(/C=N/NC(=O)c3ccncc3)c3ccccc32)cc1	7.8%	?	1%	?	i	1.8
CCOc1ccc(N=C2NC(=O)/C(=C/C(=O)OC)S2)cc1	4.8%	0%	2%	-22%	i	-0.1

(continued)
SMILES	A549 tox	S2 tox	Nrf2 activator	TGFb inhibitor	HepG2 tox	MmCpn inh	Nrf2 block	Akt phos inh	CCT chaperon mod
O=C(CSc1nc2nn(-c3ccccc3)c(=O)c-2c2n1CCCCC2)Nc1ccc(OC(F)F)cc1	-10%	i	3.0%	-2%	-8%	-5%	?	i	-3.6
COCCCNC(=O)C[C@@H]1C[C@@]2(C(=O)OC)CCCCC=C2N(Cc2ccc(Cl)cc2Cl)C1=O	.	i	-0.7%	.	.	.	.	i	1.3
O=C(CSC1CC(=O)N(CCc2ccccc2)C1=O)Nc1ccc(Br)cc1 (stereo not drawn)	0%	i	6.0%	-5%	-3%	1%	15%	i	0.2
CCC(C)(C)C1CCc2[nH]nc(C(=O)O)c2C1 (stereo not drawn)	14%	i	-0.2%	-7%	-6%	2%	?	i	2.0
Cc1cc(C)n2nc(Sc3ncccc3[N+](=O)[O-])nc2n1	18%	i	-0.2%	-18%	-22%	4%	0%	i	-0.3
O=[N+]([O-])c1ccc(CSc2nc3ccccc3[nH]2)cc1	4%	i	3.5%	-5%	-34%	-3%	9%	i	0.5
O=C(Nc1ccccc1)c1n[nH]c(Cn2cncn2)n1	2%	i	-0.6%	5%	-2%	2%	5%	i	-0.2
